Screens: PubChem BioAssay, several laboratories
HRas wt GTP: human HRas wildtype GTP binding, change in either direction; P01112; GST-Ras wt beads, Bodipy-FL-GTP binding, flow cytometry; actives lie on both sides; 0.14% of 190,000 active; GTP binding activity, % at 10 µM;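 active = GTP binding activity at least 20% away from the 100% baseline, either lowered as inhibitor or raised as activator; inconclusive = flagged as likely green fluorescent, judged across all proteins in the well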;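 also: 0% = unlabeled GTP competition control and 100% = no-compound control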
Target sequence (P01112 whole entry, looked up): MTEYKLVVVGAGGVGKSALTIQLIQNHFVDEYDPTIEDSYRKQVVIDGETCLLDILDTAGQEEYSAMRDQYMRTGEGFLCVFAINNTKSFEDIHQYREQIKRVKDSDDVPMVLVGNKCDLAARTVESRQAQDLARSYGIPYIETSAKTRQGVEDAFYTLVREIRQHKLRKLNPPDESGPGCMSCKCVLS
Rac1 wt GTP bind: modulators of human Rac1 wildtype GTP binding; P63000; GST-Rac1 beads, fluorescent GTP binding, flow cytometry; actives lie on both sides; 0 = cold GTP competed, 100 = untreated; GTP binding activity (% of control), % at 10 µM; 0.27% of 190,000 active; AID 757;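 active = GTP binding activity at least 20 points away from the 100% control level, either lower or higher; inconclusive = compound flagged as likely green fluorescent, judged across all proteins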
Rab7 wt modul: alters GTP binding to wildtype dog Rab7; GST-Rab7 beads, fluorescent GTP binding, flow cytometry; actives lie on both sides; untreated = 100%, excess cold GTP = 0%; GTP binding activity (percent of control), % at 10 µM; 0.055% of 190,000 active;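 active = fluorescent GTP binding to Rab7 beads changed by at least 20 points from the 100% baseline, either direction, mostly lower; inconclusive = compound itself probably fluorescent, or too few beads counted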;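 also: median green fluorescence of bound Bodipy-FL-GTP per Rab7 bead population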
Pf gametocyte: kills late stage P. falciparum gametocytes | P. falciparum stage V gametocytes, ATP luminescence, 24 h | inhibition, % at 10.9 µM | 0.065% of 150,000 active;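 active = inhibition above the mean plus 3 SD of compounds within the control limits, set per campaign, cut at about 38% in these data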;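 also: 0% = DMSO wells and 100% = medium only without gametocytes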
RGS8-Gao reg: modulates binding of RGS8 to human Galphao; AID 1423; multiplexed bead flow cytometry; actives lie on both sides; 0.34% of 220,000 active; response (percent of control binding), % at 10 µM; P09471; in the data active = response below about 60% or above about 140%; inactive = in between;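 also: Galphao activated as the GDP aluminium fluoride complex binding bead-coupled RGS8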
Target sequence (P09471 whole entry, looked up): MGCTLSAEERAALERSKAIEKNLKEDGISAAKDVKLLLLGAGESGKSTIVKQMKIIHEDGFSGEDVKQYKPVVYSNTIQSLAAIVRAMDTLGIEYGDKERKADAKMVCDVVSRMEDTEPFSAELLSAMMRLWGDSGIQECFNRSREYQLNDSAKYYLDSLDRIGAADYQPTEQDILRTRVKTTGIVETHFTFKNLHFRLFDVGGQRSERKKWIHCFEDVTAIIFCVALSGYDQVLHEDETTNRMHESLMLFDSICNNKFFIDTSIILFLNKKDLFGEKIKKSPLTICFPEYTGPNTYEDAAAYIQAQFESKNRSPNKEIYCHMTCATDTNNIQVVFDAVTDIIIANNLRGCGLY
Mcl-1 Bim block: inhibitors of Bim-Mcl-1 interaction, human; Q07820; Bead-based flow cytometry, Bim peptide-Mcl-1 binding; inhibition, % at 10 µM; 0.1% of 190,000 active; AID 1009; in the data active = inhibition above about 40%;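 also: 0% = no compound tracer wells and 100% = peptide blocker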
Target sequence (Q07820 whole entry, looked up): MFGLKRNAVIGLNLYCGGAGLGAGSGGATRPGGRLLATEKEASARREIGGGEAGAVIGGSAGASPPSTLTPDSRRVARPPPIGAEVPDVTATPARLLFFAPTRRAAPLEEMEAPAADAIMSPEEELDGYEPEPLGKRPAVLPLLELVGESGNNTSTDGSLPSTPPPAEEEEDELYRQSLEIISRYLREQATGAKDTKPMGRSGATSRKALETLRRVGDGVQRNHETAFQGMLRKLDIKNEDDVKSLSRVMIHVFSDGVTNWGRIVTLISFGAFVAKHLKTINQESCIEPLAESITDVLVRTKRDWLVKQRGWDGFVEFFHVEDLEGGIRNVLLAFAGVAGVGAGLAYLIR
Rab2 wt GTP: changes GTP binding to wildtype dog Rab2A, up or down; GST-Rab2 wt beads, Bodipy-GTP binding, flow cytometry; AID 760; GTP binding activity, % at 10 µM; 0.19% of 190,000 active; P61105;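 active = GTP binding activity at least 20 points away from 100%, either lowered or raised; inconclusive = signal likely due to the compound's own green fluorescence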;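 also: 0% = beads with excess unlabeled GTP and 100% = no-compound control corrected for plate trend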
Mcl1-Noxa inh: Mcl-1/Noxa interaction inhibition; Q07820; inhibition, % at 21.7 µM; 1.5% of 220,000 active; TR-FRET Mcl-1/Noxa peptide binding, 2 h;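 active = compounds that cut the protein-peptide binding signal by more than 50% relative to plate controls in a single-dose test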;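 also: His-tagged Mcl-1 with rhodamine Noxa BH3 peptide and terbium anti-His antibody; 0% = Mcl-1 plus Noxa peptide wells and 100% = peptide-only wells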
Mcl1 Bid PPI: Mcl-1/Bid interaction inhibition; Q07820; TR-FRET Mcl-1/Bid-Dy647 peptide binding, 1536-well; inhibition, % at 21.7 µM; 0.97% of 220,000 active; AID 1021;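 active = compounds that cut the binding signal by more than half at the single screening dose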;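 also: His-tagged Mcl-1 with europium anti-His antibody binding Bid BH3 peptide; 0% = Mcl-1 plus peptide wells and 100% = peptide-only wells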
Rac1 mut GTP: alters GTP binding to activated mutant human Rac1; percent activity (GTP binding), % at 10 µM; GST-Rac1 activated beads, fluorescent GTP binding, flow cytometry; actives lie on both sides; 100% means binding = to untreated wells; AID 764; P63000; 0.11% of 190,000 active;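 active = GTP binding at least 20 percentage points away from the 100% baseline, in either direction, so actives lie on both sides; inconclusive = Compound likely fluorescent itself, or too few beads counted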
Cdc42 wt: changes GTP binding to wildtype human Cdc42 | percent activity (GTP binding), % at 10 µM | 0.2% of 190,000 active | AID 761 | P60953 | GST-Cdc42 beads, Bodipy-GTP binding, flow cytometry; actives lie on both sides;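 active = percent activity GTP binding at least 20 points away from the 100% baseline, either down as inhibitor or up as activator; inconclusive = compound flagged as likely green fluorescent from well-wide comparison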;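 also: median bead fluorescence of bound Bodipy-FL-GTP at 100 nM; 0% = excess unlabeled GTP control and 100% = no compound control; below 100% means less GTP binding so inhibitor and above means activator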
Target sequence (P60953 whole entry, looked up): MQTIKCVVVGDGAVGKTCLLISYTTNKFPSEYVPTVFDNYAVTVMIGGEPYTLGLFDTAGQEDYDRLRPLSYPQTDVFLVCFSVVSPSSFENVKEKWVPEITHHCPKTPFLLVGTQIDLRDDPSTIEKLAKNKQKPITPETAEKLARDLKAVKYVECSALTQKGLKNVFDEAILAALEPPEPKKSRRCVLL
The depositor's hits bear a star; ? = inconclusive; / = not tested or not shown.

SMILES	HRas wt GTP	Rac1 wt GTP bind	Rab7 wt modul	Pf gametocyte	RGS8-Gao reg	Mcl-1 Bim block	Rab2 wt GTP	Mcl1-Noxa inh	Mcl1 Bid PPI	Rac1 mut GTP	Cdc42 wt
COc1cc(/C=N/Nc2cccc(C)c2)ccc1OC(=O)c1ccco1	100	103	100	-7	98	-9	98	16	-19	98	101
CCCCN(CC)C(=O)CN1C(=O)c2ccccc2C1=O	103	106	96	14	99	0	99	20	-32	100	105
COc1cc(-c2nnc3n2N=C(c2ccccc2)CS3)cc(OC)c1OC	102	103	102	10	99	0	102	6	-13	99	102
CCN(CC)CCNC(=O)c1ccccc1N	94	95	93	/	101	1	94	-5	-25	95	96
O=C(COC(=O)c1cccnc1Nc1cccc(C(F)(F)F)c1)NCCN1C(=O)CSC1=O	97	98	97	0	101	1	98	-3	-34	98	96
Cc1nc(N2CCN(Cc3ccccc3)CC2)nc2c1C(=O)CC(C)C2 (stereo unspecified)	97	95	93	-6	102	0	96	29	-16	94	97
O=C(CC(c1ccccc1)c1ccccc1)Nc1nn[nH]n1	96	98	104	10	102	0	97	2	3	97	94
Cc1cccc(Sc2c([N+](=O)[O-])ncn2C)c1	95	95	97	22	102	0	97	-7	-13	94	93
Clc1ccc2nc(-c3ccncc3)cc(-c3ccccc3)c2c1	98	98	96	/	109	-3	97	0	13	97	96
Cc1cc(Br)cc2cn[nH]c12	100	101	105	-25	106	-1	98	0	-9	96	96
N#CC1=C(N)Oc2n[nH]c(-c3cccs3)c2C1c1cccnc1 (stereo unspecified)	99	102	99	5	101	5	96	-6	-50	97	102
O=C1CSc2ccc(C(=O)O)cc2N1	100	97	102	/	101	0	100	22	14	94	95
Cc1cc(Cl)c(S(=O)(=O)NC2CCCCC2)cc1OCC(=O)Nc1nncs1	99	104	94	-23	99	-6	99	3	-9	99	99
Cc1ccc2nc3c(cc(C#N)c(=O)n3-c3nccs3)c(=O)n2c1	100	102	102	/	100	-1	99	16	-2	100	102
CCCn1c(NC(=O)c2cccc(C)c2C)nc2ccccc21	99	100	98	/	105	0	97	-26	-23	97	97

Fetched by compound from above:
SMILES	HRas wt GTP	Rac1 wt GTP bind	Rab7 wt modul	Pf gametocyte	RGS8-Gao reg	Mcl-1 Bim block	Rab2 wt GTP	Mcl1-Noxa inh	Mcl1 Bid PPI	Rac1 mut GTP	Cdc42 wt
N#CC1=C(N)Oc2n[nH]c(-c3cccs3)c2C1c1cccnc1 (stereo unspecified)	99	102	99	5	101	5	96	-6	-50	97	102
Cc1cccc(Sc2c([N+](=O)[O-])ncn2C)c1	95	95	97	22	102	0	97	-7	-13	94	93

More entries.
SMILES	HRas wt GTP	Rac1 wt GTP bind	Rab7 wt modul	Pf gametocyte	RGS8-Gao reg	Mcl-1 Bim block	Rab2 wt GTP	Mcl1-Noxa inh	Mcl1 Bid PPI	Rac1 mut GTP	Cdc42 wt
COc1ccc(C(=O)Cn2nc(CNc3ccc(Br)cc3)[n+]3c2CCCCC3)cc1	95	94	105	0	102	-3	100	6	-10	93	94
CSCCC(NS(=O)(=O)c1ccc(Cl)cc1)C(=O)OCC(=O)N1CCCc2ccccc21 (stereo unspecified)	97	101	97	/	102	-7	99	14	-30	96	98
CCOc1ccc(C(F)(F)F)cc1NC(=O)COc1ccc(C(F)(F)F)cc1[N+](=O)[O-]	102	108	103	/	98	0	101	12	-12	101	103
CCNS(=O)(=O)c1ccc(CCC(=O)NCc2ccccc2)cc1	96	98	98	23	101	0	96	4	-32	97	100
COc1cc(CN2C(=O)C(NC(=O)c3ccco3)(C(F)(F)F)C3=C2CC(C)(C)CC3=O)cc(OC)c1 (stereo unspecified)	101	104	102	13	99	-1	103	19	6	99	102
Cc1ccc(C[n+]2cccc(-c3ccccc3)c2)c(C)c1	99	107	100	/	104	-3	101	11	0	101	103
COc1cc(O)oc1C=Nc1ccccc1	99	100	101	/	102	-3	101	-1	-61	99	100
CCOc1cc(C)nc(N2CCN(C3CCCCC3)CC2)n1	99	100	99	/	116	-5	101	-6	-26	100	100
COCCN(CCOC)S(=O)(=O)c1ccc(C(=O)Nc2sc3c(c2C(N)=O)CCCCC3)cc1	98	101	99	-10	98	-15	96	6	28	97	101
O=C(/C=C/c1ccccc1Cl)Nc1ccc(-c2nnc3n2CCCCC3)cc1	99	101	99	/	99	-4	100	18	-12	99	100
Cn1c(CCCOc2ccc(Cl)cc2Cl)n[nH]c1=S	97	97	103	-10	102	0	98	29	-34	95	96
COc1ccc(C(=O)NCCN2C(=O)S/C(=C\c3cccnc3)C2=O)c(OC)c1OC	98	100	99	4	102	-3	99	18	-8	97	98
O=c1c2[nH]c3ccc(F)cc3c2ncn1CCN1CCN(Cc2ccccc2)CC1	100	100	98	/	98	0	99	15	-10	99	100
CCN(CC)CCNC(=O)CCn1c(=S)[nH]c2cc3c(cc2c1=O)OCO3	?	?	?	1	96	-1	?	7	-31	?	?
COc1ccc(-n2c(SC)nc(O)cc2=O)cc1	103	101	100	17	101	0	103	18	-44	100	103
O=c1cc(CSc2nnc(COc3ccccc3)n2-c2ccccc2)c2ccccc2[nH]1	96	99	98	13	104	-5	94	19	21	96	96
Cc1sc2c(c1C)c(=O)nc1scc(CC(=O)O)n12	101	105	99	-47	99	-2	100	-5	-12	98	102
CN(C)C(CNC(=O)CNC(=O)c1ccc(Br)cc1)c1ccccc1 (stereo unspecified)	96	97	95	7	102	3	94	-5	-24	93	94
COc1cc(C)c(S(=O)(=O)n2nnc3ccccc32)cc1C	98	100	98	/	103	-1	98	22	21	95	98
COc1ccc(CCCc2nnc(SCC(=O)Nc3cc(C)c(C)cc3Br)o2)cc1	93	93	91	-11	100	0	90	1	-37	93	93
Cc1c([N+](=O)[O-])cc(C(=O)N2CCOCC2)cc1[N+](=O)[O-]	100	103	103	10	97	0	99	8	-32	100	102
COc1ccc(-n2c(O)c(C=NC3CC3)c(=O)[nH]c2=O)cc1	102	103	103	/	100	1	101	6	-8	99	102
CC(=O)Oc1ccccc1C1OC(=O)c2ccccc2N1C(C)=O (stereo unspecified)	98	98	101	-11	102	0	99	5	1	98	98
c1ccc(CSC2=NCCS2)cc1	101	103	107	-3	106	0	102	5	-32	97	100
O=C(CSc1nnc(CNC(=O)c2cccs2)o1)c1ccccc1	101	100	99	/	101	0	98	16	24	98	102
Cc1cc(NC(=O)/C=C/c2ccc(F)cc2)n(-c2nc3ccccc3[nH]2)n1	103	104	103	-13	99	-8	103	4	6	100	102
O=C(NNC(=S)NCc1ccc(Cl)cc1)c1ccc(Br)o1	90	90	96	19	100	0	77*	-54	-72	80	78*
O=C(O)CC1S/C(=N\N=C/c2ccccc2)N(c2ccc(O)cc2)C1=O (stereo unspecified)	95	100	98	-13	102	0	99	13	-5	99	99
COc1cccc(OC)c1C(=O)N1CCN(Cc2ccccc2C)CC1	97	98	98	-10	100	-9	98	34	20	98	99
COC(=O)C1=C(C)NC(=O)NC1c1cccc(OC)c1OCc1ccccc1 (stereo unspecified)	94	94	93	-1	99	3	93	11	-5	94	96
Cc1cc(C)c(C)c(OCc2nc(-c3cccnc3)no2)c1	97	98	97	3	103	-2	100	17	14	97	100
CN(CC(=O)Nc1cccc2c1CCCC2)S(=O)(=O)c1ccc(Br)cc1	103	100	98	/	98	0	103	9	-7	99	103
O=C(NC1CCCCCC1)c1cc2n(n1)C(C(F)(F)F)CC(c1ccco1)N2 (stereo unspecified)	97	96	94	/	94	0	96	2	-53	96	98
Cc1ccccc1NCC(=O)c1ccc(Br)cc1	101	101	96	/	99	0	95	3	-45	100	103
CC(C)Oc1cccc(-c2cc(C(=O)NC(=S)N(C)c3ccccc3C(=O)O)c3ccccc3n2)c1	97	97	95	/	99	-7	95	20	-31	97	101
N#CC1=C(S)N(c2ccccc2)C2(CCCCC2)NC1=O	100	100	97	-9	101	-4	101	3	-58	99	101
CC(C)(C)c1cc(CCC(=O)NNC(=S)NC(=O)c2ccccc2)cc(C(C)(C)C)c1O	100	103	101	/	104	0	100	-81	-44	100	97
COc1ccc(C)cc1NC(=O)c1ccccc1NS(=O)(=O)c1ccc(Cl)s1	93	93	103	17	101	0	92	12	-2	88	94
COC(=O)c1ccc(NC(=O)C(C)Oc2ccccc2)cc1 (stereo unspecified)	103	105	103	/	104	0	101	4	2	98	103
CCOC(=O)c1c(CC(C)C)csc1NC(=O)COC(=O)c1cc(OC)c(OC)cc1[N+](=O)[O-]	101	104	100	/	99	-7	100	-1	8	100	102
C/C(=N\O)c1ncc(C(F)(F)F)cc1Cl	97	103	103	-4	97	-2	96	1	-32	100	98
O=C(O)CSc1nc2c(c(=O)[nH]1)CCCC2	101	108	102	/	95	-5	103	10	-1	101	104
Cc1cc(C)c(N2C(=NC(=O)CCCC(=O)O)SC3CS(=O)(=O)CC32)c(C)c1 (stereo unspecified)	101	103	99	18	110	0	102	2	-36	101	102
N=C1c2ccccc2CN1NC(=O)c1cccc(S(=O)(=O)N2CCCCC2)c1	101	107	102	10	91	-3	101	11	2	100	100
CC(=O)c1sc2nc(-c3cccs3)ccc2c1N	99	105	102	/	99	-4	97	74*	-59	100	100
Cc1ccc(NC(=O)c2ccc3c(c2)OCCO3)cc1	105	106	102	/	99	-1	103	9	-12	101	103
O=C(CN1C(=O)NC2(CCCCCC2)C1=O)NC1CC1	99	100	94	9	102	1	95	8	-37	98	99
CCN(CC)c1ccc(C(=O)OCC(=O)N(C)Cc2ccccc2)cc1	94	96	94	-77	101	-2	96	-3	-41	94	93
COc1ccc(C2CC(c3ccccc3Cl)Nc3ncnn32)cc1OC (stereo unspecified)	102	108	101	/	97	-4	102	13	3	98	105
Cc1nc2ccccc2c2c1C(=O)N(c1cccc(C(=O)O)c1)C2=O	88	83	89	/	100	5	84	3	-3	84	83
O=C(Cn1cc(C(=O)C(F)(F)F)c2cc(Br)ccc21)N1CCOCC1	98	99	97	-1	99	-3	98	10	15	96	99
COc1cc(NC(=S)NCCCN2CCOCC2)c(OC)cc1Cl	95	95	96	/	107	-1	96	11	-28	95	93
O=S(NCc1ccccc1)C12CC3CC(CC(C3)C1)C2 (stereo unspecified)	92	87	90	6	103	-5	92	/	-8	91	95
COc1ccc(C2/C(=C(/O)c3ccccc3)C(=O)C(=O)N2c2ccccn2)cc1OC (stereo unspecified)	96	97	97	-2	104	0	94	5	-36	94	94
COc1ccc(N(CN2C(=O)c3ccccc3C2=O)C(=O)C(C)C)cc1	103	114	101	/	99	-4	100	6	-3	100	108
C#Cc1ccc(C(=O)Nc2cc(C(N)=O)ccc2N2CCOCC2)cc1	103	99	102	22	99	2	101	51*	-6	98	104
COc1ccc(Nc2c3c(nc4ccccc24)CCCC3)cc1OC	97	102	99	12	101	0	97	19	-19	98	98
